eIF4E 4G PPI = eIF4E–eIF4G protein interaction inhibitors, primary screen, biochemical, uHTS, TR-FRET, eIF4GI fragment; Eukaryotic translation initiation factor 4E (Mus musculus) + Eukaryotic translation …; AID 782, 2007; 220,000 tested, 0.37% active; TR-FRET eIF4E-eIF4GI(517-606) binding, 2 h; inhibition, % at 21.7 µM;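 active means inhibition above about 30%, limit read from the data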;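 further: 0% = full FRET control wells and 100% = background wells lacking eIF4GI fragment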
NPY Y1 blocker = NPY-Y1 receptor antagonists, primary screen, cell-based. HEK293-CNG Y1 cells, membrane potential fluorescence; NPY at EC95, then isoproterenol. Neuropeptide Y receptor type 1 (Homo sapiens), P25929. inhibition, % at 3.6 µM. 200,000 tested, 1% active;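 active means inhibition above the campaign mean inhibition of all tested compounds plus 3 SD, cut at about 20% in these data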;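 further: 0% = DMSO wells given NPY plus isoproterenol and 100% = isoproterenol alone without NPY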
Target sequence (P25929 whole entry, looked up): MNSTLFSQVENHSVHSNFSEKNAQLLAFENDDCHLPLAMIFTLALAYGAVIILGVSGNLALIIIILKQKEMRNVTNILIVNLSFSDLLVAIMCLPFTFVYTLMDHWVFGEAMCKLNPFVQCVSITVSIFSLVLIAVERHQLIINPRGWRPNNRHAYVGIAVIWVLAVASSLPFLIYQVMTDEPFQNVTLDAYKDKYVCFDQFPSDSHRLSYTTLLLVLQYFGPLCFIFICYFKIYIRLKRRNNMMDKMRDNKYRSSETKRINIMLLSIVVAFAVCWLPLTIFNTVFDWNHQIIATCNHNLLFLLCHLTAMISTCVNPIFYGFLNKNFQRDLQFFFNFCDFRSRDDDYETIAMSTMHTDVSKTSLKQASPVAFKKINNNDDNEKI
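Material: Y1- and CNG-channel-expressing HEK293 cells / Probe or stimulus: NPY 25 nM then isoproterenol 1 µM plus Ro 20-1724 25 µM / Doses: 3.6 µM single dose, DMSO 0.4% / Schedule: compound incubation 1 h at room temperature, readout 45 min post-stimulation / Signal: membrane potential fluorescence / Benchmarks: isoproterenol-only wells as full block versus NPY-plus-isoproterenol wells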
NPY1 pot ag = NPY-Y1 receptor potentiators or agonists, primary screen, cell-based | Neuropeptide Y receptor type 1 (Homo sapiens), P25929 | NPY-Y1 expressing cells, potentiator/agonist activation | activation, % at 3.6 µM | 220,000 tested, 0.37% active; in the data active means activation above about 33%, passing the limit was not always enough;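 further: cells stimulated with NPY at EC10 then isoproterenol at EC100; 0% = low agonist plus stimulus and 100% = saturating agonist plus stimulus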
EP2 modulator = EP2 receptor modulators, cAMP readout, primary screen, cell-based, HTRF cAMP, PGE2 stimulation; Prostaglandin E2 receptor EP2 subtype (Homo sapiens), P43116; EP2-expressing cells, cAMP HTRF FRET, PGE2 co-stimulation; induction, % at 25 µM; 260,000 tested, 0.83% active; AID 940, 2007;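 active means compounds whose cAMP rise, as percent of the full-agonist control response, exceeds 60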;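 further: rat C6 glioma line stably carrying human EP2 under a CMV promoter; the protocol text gives 20 µM as final concentration; 100% = response of wells given 1 µM PGE2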
Target sequence (P43116 whole entry, looked up): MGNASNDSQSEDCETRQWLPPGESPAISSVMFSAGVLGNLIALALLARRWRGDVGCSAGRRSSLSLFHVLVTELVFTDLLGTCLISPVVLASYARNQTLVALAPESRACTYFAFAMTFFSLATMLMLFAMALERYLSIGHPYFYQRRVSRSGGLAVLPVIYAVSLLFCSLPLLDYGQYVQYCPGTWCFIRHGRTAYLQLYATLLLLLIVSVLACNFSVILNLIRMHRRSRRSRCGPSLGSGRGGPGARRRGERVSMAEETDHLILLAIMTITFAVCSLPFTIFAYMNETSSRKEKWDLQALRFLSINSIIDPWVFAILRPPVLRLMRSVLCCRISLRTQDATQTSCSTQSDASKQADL
NPY-Y2 PAM-ag = NPY-Y2 potentiators or agonists, primary screen, cell-based | cells expressing NPY-Y2, potentiator/agonist read-out | AID 1359, 2008 | 220,000 tested, 0.45% active | activation, % at 3.6 µM; in the data active means activation above about 27%;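 further: cells stimulated with NPY near EC25 plus isoproterenol at EC100; 0% = vehicle plus submaximal agonist and 100% = vehicle plus saturating agonist; some results beyond the cut were filed as inactive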
p97 ATPase inh = inhibitors of human p97 ATPase, primary screen, biochemical | recombinant p97 ATPase, Kinase-Glo ATP luminescence, 3 h | inhibition, % at 8 µM | 220,000 tested, 0.42% active | Transitional endoplasmic reticulum ATPase (Homo sapiens), P55072; in the data active means inhibition above about 15%;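 further: 0% = DMSO vehicle and 100% = wells lacking enzyme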
S1P4 ag = S1P4 receptor agonists, primary screen, cell-based | activation, % at 4.98 µM | Sphingosine 1-phosphate receptor 4 (Homo sapiens), O95977 | 220,000 tested, 0.35% active | S1P4-expressing cell line, agonist reporter assay; in the data active means activation above about 11%;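 further: 0% = DMSO vehicle and 100% = reference agonist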
S1P4 antag = S1P4 receptor antagonists, primary screen, cell-based. Sphingosine 1-phosphate receptor 4 (Homo sapiens), O95977. S1P4-expressing cells, antagonist mode, reporter read-out. inhibition, % at 4.98 µM. 220,000 tested, 0.26% active. AID 1510, 2009; in the data active means inhibition above about 29%;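 further: 0% = wells stimulated with agonist and 100% = vehicle wells without agonist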
PGE2 EP2 inh = human EP2 receptor antagonists, primary screen, TR-FRET cAMP, C6 glioma cells; inhibition, % at 25 µM; Prostaglandin E2 receptor EP2 subtype (Homo sapiens), P43116; 260,000 tested, 0.52% active; C6 glioma cells expressing human EP2; cells stimulated with saturating PGE2;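 active means percent inhibition above 40 after rounding to a whole number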;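 further: rat C6 glioma host cells with rolipram phosphodiesterase inhibitor present; the protocol text gives 20 µM as final concentration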
An asterisk follows results filed as active; . = no result given; & = joins results of further samples; [ ] = dose if it differs, or a comment. An excerpt. The share of hits here may be higher or lower than overall.

SMILES	eIF4E 4G PPI	NPY Y1 blocker	NPY1 pot ag	EP2 modulator	NPY-Y2 PAM-ag	p97 ATPase inh	S1P4 ag	S1P4 antag	PGE2 EP2 inh
Cc1ccccc1-c1nnc(SCCC(=O)N2CCOCC2)o1	2	2	9	32	-4	4	1.1	-2	9
Cc1ccc(C)n1CCN1CCN(C(=O)c2ccco2)CC1	4[fluorescence artefact?]	4	2	-14	16	0	1.1	2	12
Cc1nc2nc(-c3cccs3)cn2nc1C	-11	7	10	-11	-3	4	-1.7	10	.
CSc1nc2c(c(=O)[nH]1)C(c1cccs1)C1=C(CCCC1=O)N2 (configuration not stated)	4	-3	-14	25	0	5	-0.4	-15	4
C[C@@H]1CC[C@H]2C(=O)N3[C@@H](CC[C@@H](C)[C@@H]3c3ccc(Br)cc3)C(=O)N2[C@H]1c1ccc(Br)cc1	-1	-8	25	11	24	-1	-0.1	8	7
C(=C\c1nc(-c2cccnc2)no1)/c1ccccc1	0	2	6	-17	-6	2	1.7	-11	9
CCN(CCNC(=O)C1CCN(S(=O)(=O)c2cccc3cccnc23)CC1)c1ccccc1	3	-6	2	-19	7	-5	0.0	-1	18
Cc1ccccc1NC(=O)C1CCN(C2=NS(=O)(=O)c3ccccc32)CC1	1	-1	15	14	13	3	-2.8	-3	9
CCCCCOc1ccc(N2C(=O)C(C)CNC2=S)cc1 (configuration not stated)	5	.	8	-18	-4	-2	0.7	-1	5
CCN(CC)C(=O)C1CCN(CC2CC=CCC2)CC1 (configuration not stated)	-3	0	-36	20	-23	-5	-3.0	-1	5
CCn1c(SCC(=O)Nc2nc(C)c(C(=O)OC)s2)nnc1C(C)C	.	3	7	13&-6	0	2	-1.5	-23	8&7
CC(NC(=O)c1ccc(N)cc1)c1ccccc1 (configuration not stated)	1	1	0	3	-4	-2	-0.1	-14	5
O=S(=O)(c1cccc(F)c1)N1CCCN(c2ccc(C(F)(F)F)cn2)CC1	7	.	0	24	1	2	-0.8	13	7
O=C(O)CCNC1C=CS(=O)(=O)C1 (configuration not stated)	-3	6	-8	-21&10	3	5	-1.3	3	8&10
CC(=O)c1ccc(OCCCC(=O)NC2=NCCS2)cc1	-4	6	-6	-20	5	-4	1.5	-10	6
COc1cc(C(=O)Nc2ccc(O)cc2C(=O)O)ccc1OC(C)=O	0	0	3	-6	-2	-1	0.5	21	5
CC(C)(C)NC(=O)C1Cc2ccccc2CN1S(=O)(=O)c1ccc(F)cc1 (configuration not stated)	10	0	-7	27	-7	3	-1.0	4	8
N#CC1=C(N)NC(SCC(=O)Nc2ccccc2)=C(C#N)C12CCCC2	-7	3	4	-36	12	-1	1.4	-2	28
COC(=O)[C@H](CCSC)NC(=O)NCc1ccccc1F	-7	4	-18	9	-7	0	-0.6	1	9
Cc1ccc(C)c(C(=O)COC(=O)c2ccc(Br)o2)c1	5	8	-11	18	2	-7	-1.6	3	5
NC(N)=Nc1nc(CCN2C(=O)c3ccccc3C2=O)cs1	3	1	15	-5	-26	-1	-0.5	-10	7
CS(=O)(=O)NN1C(=O)c2ccccc2NC1c1cccc(O)c1 (configuration not stated)	0	4	-3	4	-7	1	-1.0	3	2
O=C(CC1(O)C(=O)Nc2ccccc21)c1ccccc1 (configuration not stated)	0	6	3	3	0	-6	0.3	-21	9
O=C(CN1CCN(c2ccccn2)CC1)Nc1ccc(OCc2ccccc2)cc1	2	-5	-6	-19	-12	-3	-0.1	-10	.
O=C(O)c1ccc(S(=O)(=O)N2CCCCCC2)cc1	-1	8	7	19	-9	-2	2.2	3	4
Following part:
SMILES	eIF4E 4G PPI	NPY Y1 blocker	NPY1 pot ag	EP2 modulator	NPY-Y2 PAM-ag	p97 ATPase inh	S1P4 ag	S1P4 antag	PGE2 EP2 inh
CCS(=O)(=O)N1CCC(C(=O)NCCCN2CCCC2)CC1	5	1	-14	26	-8	5	-1.3	32*	1
CCOc1ccc(NC(=O)CCN2CCCCC2)cc1	-1[fluorescence artefact?]	-6	-1	-2	2	0	0.6	4	5
COc1ccc(-c2ccc(SCC(=O)N3CCOCC3)nn2)cc1	5	5	11	14	12	6	2.9	-13	7
COc1ccc(-n2c(=O)c3c4c(sc3n(CC(=O)Nc3cc(C)[nH]n3)c2=O)CCC4)c(OC)c1	3	0	5	4	9	4	1.3	-18	11
COC(=O)c1oc2nc(C)cc(C)c2c1N	3	7	-11	3&-99	7	7	0.2	-15	7&9
Fc1ccc(/C=N/NC(=S)Nc2ccc(Cl)cc2Cl)cc1	-2	.	-8	9	-32	3	0.3	4	10
Cc1nn(Cc2ccc([N+](=O)[O-])cc2)c(=O)n1-c1c(F)cccc1F	-4	3	21	1	-3	-1	-1.3	-1	4
CCOC(=O)C(C(=O)NCc1ccc(C)cc1)c1ncc(C(F)(F)F)cc1Cl (configuration not stated)	6	-8	4	32	-6	-1	0.8	-1	15
O=C(Nn1c(C2CCCCC2)nc2ccccc2c1=O)c1cc(Cl)ccc1[N+](=O)[O-]	18	-3	-5	3	18	5	0.4	-10	3
COC(=O)c1ccc(CSc2nc3c(cnn3-c3ccccc3)c(=O)[nH]2)o1	-1	3	-20	33	0	3	0.0	1	7
CC1CCN(CCCNC(=O)COc2cc(=O)n(C)c3ccccc23)CC1	7	11	-8	11	-15	2	0.8	-9	6
CCC1=NN2C(=N)/C(=C\c3cccn3-c3c(C)cccc3C)C(=O)N=C2S1	-1	4	-7	-24	-3	3	-2.7	6	8
CCOc1ccc2c(c1)C(C)=CC(C)(C)N2C(=O)Nc1ccccc1	-2	13	6	-11	0	2	3.1	-9	17
Cc1cccc(C)c1NC(=O)c1cc(-c2ccccn2)nc2ccccc12	2	4	-21	-15	-21	5	-0.8	-4	4
CCCC(CCC)C(=O)OC1C[C@H]2CC[C@@H](C1)[N+]2(C)C (some centres not stated)	-3	-1	-17	7	1	7	3.1	-8	12
CSCC[C@H](NC(=O)C1=NN(c2c(F)c(F)cc(F)c2F)C(=O)CC1)c1nc2ccccc2[nH]1	-6	.	6	9	-15	-1	0.1	-9	1
COc1cc(/C=N/NC(=O)COc2cccc(F)c2)ccc1OS(=O)(=O)c1ccc(C)cc1	3	0	-20	-52	0	-1	-1.7	3	5
CCN(C(=O)COC(=O)c1cccnc1SC)C1CCS(=O)(=O)C1 (configuration not stated)	-3	2	-1	-8	5	-2	-0.8	-25	2
O=C(O)c1cc2c(s1)-c1ccccc1OC2	-2	12	-20	86*	3	5	-2.1	-1	12
COc1cc(-c2nnc(CSc3nnc(N)s3)o2)cc(OC)c1OC	-6	-1	-16	4	0	0	1.1	-3	8
CCN(CC)Cc1nc2c(c(=O)[nH]1)C1(CCCC1)Cc1ccccc1-2	1	10	-18	52	-2	-1	0.8	-2	3
C/C(=N\Nc1cc(N2CCOCC2)nc(C)n1)c1cccc([N+](=O)[O-])c1	3	-1	9	-18	2	2	1.5	-14	8
CCN(C(=O)CSc1nc2ccccc2c(=O)n1-c1ccc(C)cc1)C1CCS(=O)(=O)C1 (configuration not stated)	4	-1	-7	-68	-8	-3	-0.2	-10	7
Cc1ccc2oc(=O)n(CC(=O)c3ccc(F)cc3)c2c1	8	.	13	-10	13	6	-1.8	-5	18
CCCCS(=O)Cc1ccccc1 (configuration not stated)	22	9	4	-12	5	1	1.4	-4	-2
Remaining list, next part:
SMILES	eIF4E 4G PPI	NPY Y1 blocker	NPY1 pot ag	EP2 modulator	NPY-Y2 PAM-ag	p97 ATPase inh	S1P4 ag	S1P4 antag	PGE2 EP2 inh
C(=N\Nc1nc(Nc2ccccc2)nc(N2CCCCC2)n1)/c1ccco1	-2	1	13	-31	2	7	0.4	-9	10
Cc1cccc(NC(=S)N(CCN2CCOCC2)Cc2ccccc2F)c1	0	3	17	17	-9	3	2.0	-15	3
CCCCNc1c(C(=O)OCC)c(=O)[nH]c2ccccc12	-1[fluorescence artefact?]	3	1	5	-5	0	-1.9	-25	8
CC(NS(C)(=O)=O)C(c1cccs1)N1CCN(c2ccccc2F)CC1 (configuration not stated)	-3	1	10	26	-6	-2	1.3	-11	12
CCCc1nc(NC(=O)c2ccccc2)nc(NC(=O)c2ccccc2)n1	8	.	9	-18	2	-8	-0.6	-4	13
COc1cc(NC(=O)CSc2nnc3c(C)cc4cc(C)cc(C)c4n23)c(C(=O)O)cc1OC	-3	6	10	18	-9	3	2.2	-15	7
COc1ccccc1C(=O)N1CCC(C(=O)c2ccc(F)cc2)CC1	4[fluorescence artefact?]	0	-7	2	10	-2	0.1	-15	11
CCOC(=O)C1CCN(CC(=O)Nc2cc(C)nn2-c2nc3ccccc3s2)CC1	-2	3	-15	49	5	3	2.6	10	.
COc1cccc(-c2cc(C(=O)Nc3ccc([N+](=O)[O-])cn3)c3ccccc3n2)c1	3[fluorescence artefact?]	3	-25	42	-5	7	1.6	-25	4
COc1ccc(C2CC(c3ccccc3)Nc3nc(NS(C)(=O)=O)nn32)cc1 (configuration not stated)	0	.	1	1	-9	0	1.2	-1	8
CCN(CC)CCCNc1nc(C)cc(COC)c1C#N	-5	2	19	-31	7	2	-1.5	0	6
O=C(NCCN1CCN(c2ccccc2F)CC1)C1CC(=O)N(C2CCCC2)C1 (configuration not stated)	-3	-3	-5	4	-3	-1	-1.0	6	15
COc1ncccc1-c1nnn(-c2ccccc2)n1	2	1	12	-33	3	0	-0.3	1	10
O=C1NCCCC1C(=O)N/N=C/c1ccc([N+](=O)[O-])cc1 (configuration not stated)	1	.	8	-1	-21	4	0.2	-17	9
COc1cccc(C2CC(c3ccc(C)cc3)n3nc(N)nc3N2)c1 (configuration not stated)	4	1	9	-5	9	3	1.2	-20	8
O=C(N/N=C/C=C/c1ccccc1)c1cccnc1	4	.	-7	-11	4	7	2.5	-9	7
CC1=NN(c2ccccc2)C(=O)C1/C=C1\NC(=S)NC1=O (configuration not stated)	8	-4	5	34	0	5	1.9	-6	7
COCCn1c(C)cc(C(=O)CSc2ncnc3sc4c(c23)CCC4)c1C	-4	4	7	10	2	1	-1.1	-9	13
Cc1ccc(-c2cc(C(=O)N3N=C(C(F)F)CC3(O)C(F)F)c3ccccc3n2)cc1C (configuration not stated)	4[fluorescence artefact?]	-10	3	-24	7	5	0.5	-10	3

Screening data deposited in PubChem BioAssay by several laboratories.
